# Cycloheximide cs = affects cycloheximide protein synthesis inhibition readout, counter-screen | cell reporter, cycloheximide protein synthesis inhibition counterscreen | max response, % | 300,000 compounds, 12% hits; in the data active = max response mostly above about 13%, no sharp cut-off; inactive = mostly below about 14%; note: read at 38.3 µM for the half of the compounds with a filed dose; 0% is about no effect
# Shiga inhibitor = Shiga toxin inhibition | 290,000 compounds, 9.2% hits | Vero cells, Shiga toxin protein synthesis inhibition reporter | inhibition, % at 38.7 µM; in the data active = inhibition mostly above about 28%, no sharp cut-off; inactive = mostly below about 43%; note: 0% is about no effect
# FBPA Giardia inh = inhibitors of Giardia lamblia fructose-1,6-bisphosphate aldolase; Potency, µM (highest dose often 59.6 µM), inactives show top-dose activity, negative = inhibition, hits mostly inhibitors; purified Giardia FBPA; A8B2U2; 290,000 compounds, 0.71% hits; note: potency is the fitted concentration of half-maximal effect; % is set by controls: 0 for no effect and ±100 for the full control effect; nearly all actives have a fitted effect of over 55% in size
# Target sequence (A8B2U2 whole entry, looked up): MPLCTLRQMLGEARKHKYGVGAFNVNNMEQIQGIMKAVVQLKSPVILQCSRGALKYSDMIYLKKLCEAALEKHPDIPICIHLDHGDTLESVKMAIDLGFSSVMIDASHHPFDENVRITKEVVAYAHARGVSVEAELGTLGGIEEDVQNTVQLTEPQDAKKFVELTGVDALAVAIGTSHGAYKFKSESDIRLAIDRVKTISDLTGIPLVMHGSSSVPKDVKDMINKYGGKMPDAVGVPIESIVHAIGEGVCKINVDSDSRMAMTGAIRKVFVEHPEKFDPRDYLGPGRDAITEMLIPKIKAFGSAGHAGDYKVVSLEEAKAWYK
#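 Giardia FBPA (40 nM reagent) was preincubated 10 min at RT with compound (up to 57.5 uM final), then substrate plus GAPDH/TPI/NAD/arsenate coupling system with diaphorase/resazurin was added; resorufin fluorescence (525/598 nm) was read after 20 min.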
# HCV inh = blocks hepatitis C virus; Huh7.5.1 HCVcc-Cre infection, luciferase reporter, 44 h; Potency, µM (doses to about 41.8 µM), for the others: at the highest dose activity change, negative = inhibition, actives largely listed as inhibitors; 340,000 compounds, 3.4% hits; AID 651820; note: potency is the fitted concentration of half-maximal effect; % is set by controls: 0 for no effect and ±100 for the full control effect
#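 Infectious HCV cell culture screen: compound-treated cells (1,000/well, pre-plated 4 h) are infected with HCVcc-Cre at roughly 0.5 moi and grown 44 h. Infection is quantified by luciferase signal after 15 min substrate incubation at room temperature.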
# Pf growth 48h = inhibits P. falciparum growth in the first generation, 48 h; P. falciparum luciferase growth in erythrocytes, 48 h; Potency, µM (series often up to 28.7 µM), for the others: at the top dose activity change, negative = inhibition, usual class: inhibitors; 310,000 compounds, 5.9% hits; AID 504832; note: potency is the fitted concentration of half-maximal effect; % is set by controls: 0 for no effect and ±100 for the full control effect
#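 Compounds are pin-transferred into medium, infected erythrocytes (2% hematocrit, 0.1% parasitemia final) are added, and plates sit one parasite generation at 37 C in 5% CO2. Detection reagent is then added and luminescence measured.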
# Pf growth 96h = inhibits malaria parasite growth, 96 h; P. falciparum luciferase reporter growth, 96 h; Potency, µM (doses to about 28.7 µM), without a hit: top-dose activity change, negative = inhibition, usual class: inhibitors; 320,000 compounds, 6.9% hits; note: potency is the fitted concentration of half-maximal effect; % is set by controls: 0 for no effect and ±100 for the full control effect
#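 P. falciparum expressing integrated firefly luciferase grown in erythrocytes (2% hematocrit, 0.05% parasitemia final) with compounds for 96 hours at 37 C, 5% CO2. Growth inhibition read as loss of luminescence after adding luciferase detection reagent.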
# An asterisk follows results filed as active; ? = inconclusive; . = not tested or not shown; [ ] = another dose, or the depositor's remark. Unless noted, calls come from the whole dose curve; as a rule, active = well fitted curve in the direction sought with a large enough effect; inconclusive = small, poorly fitted or top-dose-only effect, or another doubt; inactive = no such curve, though single readings can be large; an effect the other way counts as inactive or inconclusive.
SMILES,Cycloheximide cs,Shiga inhibitor,FBPA Giardia inh,HCV inh,Pf growth 48h,Pf growth 96h
O=C(CC1CCCC1)OCn1nnc2ccccc2c1=O,-4,5,5%,-1%,-3%,-2%
Cc1ccc2nc(NC(=S)NC(=O)c3ccco3)sc2c1,67*,138*,-29%,-27%,138%[activator],399%[activator]
CCCCNC(=O)Oc1c(Br)cc2sc(=O)oc2c1Br,2,-14,16µM*,.,5%,19%
Cc1cccc(OCCOC(=O)CN2C(=O)NC3(CCCC3)C2=O)c1,.,.,.,5%,58%[activator],8%
COc1ccc(-c2nnc3n2N=C(c2c(OC)cccc2OC)CS3)c(OC)c1,12,4,12%,.,.,.
Cc1ccc(Cn2nnc3c(=O)[nH]c(C4CCN(S(=O)(=O)Cc5ccccc5)CC4)nc32)cc1,31*,78*,2%,?,?,147%[activator]
CN1C(=O)C(CC(=O)N2CCN(C(c3ccccc3)c3ccccc3)CC2)N(C)C1=O (stereo unspecified),0,11,16%,-3%,12µM*,?
c1ccc(-c2nnc(-c3ccccn3)c(-c3ccccn3)n2)nc1,-4,17,?,5%,?,?
COc1ccccc1C(=O)Nc1nnc(SCC(=O)NC2CCCC2)s1,63*,166*,.,?,216%[activator],105%[activator]
Cc1ccccc1/C=C1\C(=O)Nc2ccc(F)cc21,-2,-9,-8%,-7%,5%,9%
COc1ccc(OC)c(-c2csc(NC(=O)CSCC(=O)Nc3cc(C)on3)n2)c1,.,.,.,-29%,?,?
O=C(/C=C/c1ccco1)Nc1ccccn1,36*,43*,1%,?,255%[activator],6%
O=C(Cn1c2ccc(F)cc2c2nc3n(c(=O)c21)CCS3)Nc1ccc(Cl)cc1F,-1,-10,-3%,?,?,0%
O=C(NC1CCCCCC1)C1CC(=O)N(Cc2ccccc2)C1 (stereo unspecified),-9,-12,6%,13%,0%,21%
CCSCc1nnc(SCC(=O)Nc2nccs2)n1CC,-2,-12,-1%,17%,-1%,186%[activator]
Cc1ccc(S(=O)(=O)N2CCC(C(=O)OC(C)C(=O)NCc3ccc4c(c3)OCO4)CC2)cc1 (stereo unspecified),-2,-18,0%,5%,13%,13%
O=C(OCC(CO)OC(CO)n1ccc(=O)[nH]c1=O)c1ccccc1 (stereo unspecified),-2,2,2%,-6%,0%,-18%
CC(C)(C)C(=O)NCCn1ccc2ccccc21,1,21,-17%,6%,?,-18%
Cc1occc1C(=O)NCc1ccccn1,-2,-4,-7%,9%,5%,.
C/C(=N\OCC(=O)Nc1ccc2c(c1)OCCO2)c1ccc2c(c1)OCCO2,-2,-15,-3%,5%,12%,-12%

# A different layout for 2 compounds above:
# The line under a structure holds: Cycloheximide cs, Shiga inhibitor, FBPA Giardia inh, HCV inh, Pf growth 48h, Pf growth 96h
- COc1ccccc1C(=O)Nc1nnc(SCC(=O)NC2CCCC2)s1
 : 63*, 166*, ., ?, 216%[activator], 105%[activator]
- Cc1ccccc1/C=C1\C(=O)Nc2ccc(F)cc21
 : -2, -9, -8%, -7%, 5%, 9%

# Next results:
SMILES,Cycloheximide cs,Shiga inhibitor,FBPA Giardia inh,HCV inh,Pf growth 48h,Pf growth 96h
Oc1ccc(Cl)cc1CNCC1CCCO1 (stereo unspecified),-2,-11,-3%,3%,-22%,.
O=C(NCCCN1CCOCC1)c1cccc(S(=O)(=O)N2CCOCC2)c1,.,.,.,-1%,-14%,-18%
O=C(Oc1ccc(/C=N/NC(=O)c2ccco2)cc1)c1ccccc1,.,.,.,1%,?,-107%
Cc1cccnc1NC(=O)CCc1nnc2ccc(N3CCC4(CC3)OCCO4)nn12,-1,0,-1%,11%,19%,24%
NC(=O)c1nsc(C(=O)N(c2cccc(F)c2)C(C(=O)NCc2ccccc2)c2ccc(O)cc2)c1N (stereo unspecified),6,22,-15%,-28%,-23%,?
COCCCNC(=S)NNC(=S)Nc1ccc(OC)cc1,8,-1,0%,18%,7%,-28%
CCC(C(=O)NCCCN1CCCCCC1)n1nc(C)c2sc3ccccc3c2c1=O (stereo unspecified),-4,-10,-3%,21%,-9%,-1%
Cc1cc(C)n(C(=O)CNC(=O)c2ccccc2Br)n1,-1,-2,-2%,2%,13%,25%
CS(=O)(=O)N1CCN(c2ccc(NC(=O)c3cc4ccccc4o3)cc2)CC1,19*,21,9%,8%,64%[activator],88%[activator]
O=C(CSc1ncnc2nc[nH]c12)Nc1ccc(Br)cc1Cl,-3,-4,0%,-8%,0%,12%
Cc1ccc2[nH]c3c(=O)[nH]ncc3c2c1,8,18,7%,-1%,24%,22%
Cc1ccc(NC(=O)CN2C(=O)NC3(CCCCC3C)C2=O)cc1S(=O)(=O)N1CCCCC1 (stereo unspecified),.,.,.,?,?,?
C/C(N)=C(/C#N)C(=O)COC(=O)C1CCC(C(C)(C)C)CC1 (stereo unspecified),16*,56*,-5%,25%,-12%,.
Cc1cc2c(c(=O)n1Cc1ccc3c(c1)OCO3)C(c1cccnc1)C(C#N)=C(N)O2 (stereo unspecified),1,-7,22%,-14%,12µM*,-12%[5.75 µM]
NC(=O)CNC(=O)C1CCN(S(=O)(=O)c2ccc(-n3cnnn3)cc2)CC1,-8,2,.,1%,6%,-2%
Cc1ccc(S(=O)(=O)Nc2ccc3[nH]ccc3c2)cc1,-5,-5,5%,-4%,13%[0.00184 µM],-8%
CCCCC(=NCCO)C1=C(O)C(C(=O)OC)C(C)(C)CC1=O (stereo unspecified),8,-4,18%,6%,33%[activator],116%[activator]
CC(C)(C)NC(=O)NC(=O)COC(=O)C1CC(=O)N(Cc2ccccc2)C1 (stereo unspecified),6,-17,12%,30%,11%,.
CCc1c(C)sc(NC(=O)CSc2nc3c(c(C(F)(F)F)n2)CCc2ccccc2-3)c1C#N,-1,29,-1%,5%,14%,80%[activator]
C=CCNC(=O)CCC(=O)NNc1nc2ccccc2c2nc(-c3ccccc3)nn12,10,-1,-30%,3%,?,38%[activator]
CNC(=O)c1c(NC(=O)CS(=O)(=O)c2ccc(F)cc2)sc(C)c1C,.,.,.,-4%,2%,3%
O=C(c1cccs1)N1CCN(Cc2ccc3c(c2)OCO3)CC1,9,-8,-2%,15%,49%[activator],-18%
C=CCN(CC=C)CCOc1ccccc1[N+](=O)[O-],-1,20,?,5%,12%,0%
CCOC(=O)C1=C(C)N(c2nonc2NC(C)=O)C(N)=C(C#N)C1c1ccccc1F (stereo unspecified),-3,-9,7%,24%,?,-22%
CCCOc1ccc(N2C(=O)CC(N(Cc3ccco3)C(=O)CC)C2=O)cc1 (stereo unspecified),-2,1,4%,2%,?,51%[activator]
CC1=CC23C(=O)C(C=C(CO)[C@@H](O)[C@]2(O)[C@H]1O)[C@H]1[C@@H](C[C@H]3C)C1(C)C (stereo partly specified),-2,-3,3%,.,.,.
COc1ccc(-c2ccc(-c3noc(-c4ccccc4C)n3)c(OC)n2)cc1,-1,-12,-2%,-10%,0%,.
CC(C)CC(/C(O)=C(\C#N)c1nc2ccccc2[nH]1)N1C(=O)c2ccccc2C1=O (stereo unspecified),-3,-28,-9%,2%,?,.
CCCC1OC2CC3C4CCC5=CC(=O)C=CC5(C)C4C(O)CC3(C)C2(C(=O)O)O1 (stereo unspecified),2,-4,4%,7%,8%,-66%
COc1ccccc1-c1nnc(SCC(=O)N2CCOCC2)o1,21,21,2%,14%,52%[activator],24%
Cc1ccc(/C=N/NC(=O)c2cccs2)cc1[N+](=O)[O-],39*,78*,0%,-14%,72%[activator],138%[activator]
COc1ccc(OCC(=O)N(Cc2cccs2)C2CCS(=O)(=O)C2)cc1 (stereo unspecified),-4,11,.,8%,?,7%
CC(C)OC(=O)c1nn2c(C(F)(F)F)cc(-c3ccc(Br)o3)nc2c1Br,-9,-13,4%,-2%,-7%,33%[activator]
CCCCCSc1nnc(C)c(=O)[nH]1,-5,-15,3%,-6%,?,1%
CC(C)(C)OC(=O)N1CCC[C@H]1C(=O)NCC1CCC(C(=O)O)CC1 (stereo partly specified),-4,-5,3%,14%,14%,18%
Cc1sc2ncn(CC(=O)NCCCN3CC(C)CC(C)C3)c(=O)c2c1S(=O)(=O)N1CC(C)CC(C)C1 (stereo unspecified),-1,-6,5%,?,-18%,-11%
CCN(CC)CCNC(=S)Nc1ccc2nc(N3CCCC3)cc(C)c2c1,-7,6,-5%,2µM*,?,-6%
Cc1ccc2nc(-c3ccc(NC(=O)CN(c4ccccc4C)S(C)(=O)=O)cc3)sc2c1,61*,95*,-4%,?,-73%,-69%
COCCCN=C1NN=C(c2cc(C)n(Cc3ccccc3Cl)c2C)CS1,22*,45*,-9%,?,?,?
CN1C(=O)C(O)(CC(=O)c2ccccn2)c2cc(Br)ccc21 (stereo unspecified),-7,22,-14%,14%,-18%,15%
CSc1cccc(NC(=S)NC(=O)c2cccnc2)c1,10,12,?,-3%,6%,?
CCOCCn1c(=O)c2c(nc3n2CC(C)CN3CCc2ccccc2)n(C)c1=O (stereo unspecified),-5,-4,-1%,-23%,-14%,?
Cc1ccccc1C(=O)N/N=C/c1ccc([N+](=O)[O-])s1,-10,-16,-2%,?,.,2.1µM*
CC(=O)c1c(C)[nH]c(C(=O)Nc2cccc3ccccc23)c1C,5,8,0%,-17%,-25%,?
CC1CCN(C(=O)COC(=O)CCC(=O)c2cccs2)CC1,.,.,.,-5%,23%,1%
C#CCn1c(=NC(=O)c2ccccc2[N+](=O)[O-])sc2cc(S(C)(=O)=O)ccc21,9,-1,5%,9%,2%,61%[activator]
Cc1ccc(CNC(=O)CSc2nc3ccccc3c(=O)n2CCCO)cc1,-3,-8,-15%,6%,-11%,69%[activator]
COc1ccccc1CNC(=S)NCCc1ccccc1,13,47*,-2%,9%,12%,1%
COCCNC(=O)Cn1cnc([N+](=O)[O-])n1,-1,16,-14%,16%,13%,?
Cc1[nH]n2cnnc2c(=O)c1Br,-7,-3,12%,19%,4%,53%[activator]
CCOc1ccc(/C=C2\CCC(C3CCCC3)C2=O)cc1 (stereo unspecified),22*,21,1%,3%,145%[activator],4%
CCOc1ccc(S(=O)(=O)Nc2cccc(OC)c2)cc1,-3,16,-11%,10µM*,.,43%[activator]
Nc1nonc1-n1nnc(C(=O)N/N=C/c2ccccc2F)c1-c1cccs1,-7,2,-7%,13%,23%,14%
Cc1cc(NC(=O)CSCC(=O)Nc2ccccc2Oc2ccccc2)no1,.,.,.,?,-5%,-20%
COc1cccc(-c2c(C#N)c(N)nc3c2c(=O)nc2sccn23)c1,-8,-18,-3%,.,?,21%
Cn1c(=O)[nH]c(=O)c2c1nc(NC1CCCCC1)n2Cc1ccccc1,-3,-18,18%,26%,5%,?
CCCNC(=O)C(=O)N/N=C/c1ccc(OCc2ccccc2)cc1,-1,-14,5%,4%,22%,-12%
Cc1cc(=O)[nH]c(SCCCOc2ccccc2Cl)n1,4,-1,6%,-8%,.,?
O=C(CNC(=O)c1ccccc1)OCc1nnc(-c2ccc(Cl)cc2)o1,10,11,1%,13%,1%,1%
O=C(Cn1cc(C(F)(F)F)cc(Cl)c1=O)NCCc1ccccc1,-2,-11,8%,17%,24%,29%

# Limited to Pf growth 96h and Cycloheximide cs, for some of the entries so far:
SMILES	Pf growth 96h	Cycloheximide cs
COc1ccccc1CNC(=S)NCCc1ccccc1	1%	13
COCCNC(=O)Cn1cnc([N+](=O)[O-])n1	?	-1
Cc1[nH]n2cnnc2c(=O)c1Br	53%[activator]	-7
CCOc1ccc(/C=C2\CCC(C3CCCC3)C2=O)cc1 (stereo unspecified)	4%	22*
CCOc1ccc(S(=O)(=O)Nc2cccc(OC)c2)cc1	43%[activator]	-3

# Screening results deposited in PubChem BioAssay by National Center for Advancing Translational Sciences (NCATS).
